Rac1 act GTP bind – human Rac1 activated mutant GTP binding change; GST-Rac1 activated beads, fluorescent GTP binding, flow cytometry; actives lie on both sides; 100% means binding = to untreated wells; percent activity (GTP binding), % at 10 µM; AID 764; 190,000 compounds, 0.11% hits;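 active means GTP binding at least 20 percentage points away from the 100% baseline, in either direction, so actives lie on both sides; inconclusive means Compound likely fluorescent itself, or too few beads counted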
Rac1 wt modul – human Rac1 wildtype GTP binding, inhibitors and activators. 190,000 compounds, 0.27% hits. GTP binding activity (% of control), % at 10 µM. GST-Rac1 beads, fluorescent GTP binding, flow cytometry; actives lie on both sides; 0 = cold GTP competed, 100 = untreated;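 active means GTP binding activity at least 20 points away from the 100% control level, either lower or higher; inconclusive means compound flagged as likely green fluorescent, judged across all proteins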
Avidin bead fluor – compound fluoresces at 488/530 nm on avidin beads | compound fluorescence 488/530 nm, flow cytometry; active compounds read high | fluorescence (KMESF) at 10 µM | 220,000 compounds, 0.38% hits; in the data active means fluorescence above about 47; further: inactives centre near 10
ABCB1 block – human ABCB1 inhibition, ABCG2 as counter-screen. CCRF-Adr cells, JC-1 efflux, flow cytometry. 190,000 compounds, 0.067% hits. AID 1326. inhibition, % at 6.6 µM. P08183; in the data active means inhibition above about 40%;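 further: 0% = vehicle and 100% = reference inhibitor; higher value means more JC-1 retained so stronger ABCB1 efflux block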
Cdc42 wt GTP – human Cdc42 wildtype GTP binding change, either direction; P60953; GST-Cdc42 beads, Bodipy-GTP binding, flow cytometry; actives lie on both sides; percent activity (GTP binding), % at 10 µM; 190,000 compounds, 0.2% hits;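 active means percent activity GTP binding at least 20 points away from the 100% baseline, either down as inhibitor or up as activator; inconclusive means compound flagged as likely green fluorescent from well-wide comparison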;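 further: median bead fluorescence of bound Bodipy-FL-GTP at 100 nM; 0% = excess unlabeled GTP control and 100% = no compound control; below 100% means less GTP binding so inhibitor and above means activator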
Target sequence (P60953 whole entry, looked up): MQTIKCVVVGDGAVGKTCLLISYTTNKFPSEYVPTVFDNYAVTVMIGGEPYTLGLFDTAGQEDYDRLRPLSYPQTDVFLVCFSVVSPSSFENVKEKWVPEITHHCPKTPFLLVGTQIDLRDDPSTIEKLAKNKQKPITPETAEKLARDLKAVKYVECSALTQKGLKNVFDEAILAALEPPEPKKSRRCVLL
Pf gametocyte – P. falciparum stage V gametocyte viability inhibition | P. falciparum stage V gametocytes, ATP luminescence, 24 h | inhibition, % at 10.9 µM | AID 743093 | 150,000 compounds, 0.065% hits;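 active means inhibition above the mean plus 3 SD of compounds within the control limits, set per campaign, cut at about 38% in these data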;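 further: 0% = DMSO wells and 100% = medium only without gametocytes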
Rab2 wt GTP – changes GTP binding to wildtype dog Rab2A, up or down | GST-Rab2 wt beads, Bodipy-GTP binding, flow cytometry | GTP binding activity, % at 10 µM | 190,000 compounds, 0.19% hits | AID 760;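 active means GTP binding activity at least 20 points away from 100%, either lowered or raised; inconclusive means signal likely due to the compound's own green fluorescence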;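 further: 0% = beads with excess unlabeled GTP and 100% = no-compound control corrected for plate trend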
GSH bead fluor – GSH bead compound fluorescence profile; GSH beads flow cytometry, compound fluorescence 488/530 nm; active compounds read high; fluorescence (KMESF) at 10 µM; 190,000 compounds, 0.25% hits; in the data active means fluorescence above about 89;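 further: glutathione beads carrying GST-tagged Bcl family fusion proteins plus one bare bead set; values are compound well signal with DMSO vehicle wells as background; inactives centre near 16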
Rab7 wt modul – alters GTP binding to wildtype dog Rab7 | GTP binding activity (percent of control), % at 10 µM | GST-Rab7 beads, fluorescent GTP binding, flow cytometry; actives lie on both sides; untreated = 100%, excess cold GTP = 0% | 190,000 compounds, 0.055% hits | AID 758;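 active means fluorescent GTP binding to Rab7 beads changed by at least 20 points from the 100% baseline, either direction, mostly lower; inconclusive means compound itself probably fluorescent, or too few beads counted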;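 further: median green fluorescence of bound Bodipy-FL-GTP per Rab7 bead population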
HRas wt GTP – changes GTP binding to wildtype human HRas. P01112. GST-Ras wt beads, Bodipy-FL-GTP binding, flow cytometry; actives lie on both sides. GTP binding activity, % at 10 µM. 190,000 compounds, 0.14% hits;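 active means GTP binding activity at least 20% away from the 100% baseline, either lowered as inhibitor or raised as activator; inconclusive means flagged as likely green fluorescent, judged across all proteins in the well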;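 further: 0% = unlabeled GTP competition control and 100% = no-compound control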
ABCG2 block – inhibitors of human ABCG2 transporter, ABCB1 counter-screen | Q9UNQ0 | IgMXP3 cells, JC-1 efflux, flow cytometry | inhibition, % at 6.6 µM | 190,000 compounds, 0.1% hits;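 active means inhibition above 80%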;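 further: 0% = DMSO and 100% = nicardipine control wells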
Target sequence (Q9UNQ0 whole entry, looked up): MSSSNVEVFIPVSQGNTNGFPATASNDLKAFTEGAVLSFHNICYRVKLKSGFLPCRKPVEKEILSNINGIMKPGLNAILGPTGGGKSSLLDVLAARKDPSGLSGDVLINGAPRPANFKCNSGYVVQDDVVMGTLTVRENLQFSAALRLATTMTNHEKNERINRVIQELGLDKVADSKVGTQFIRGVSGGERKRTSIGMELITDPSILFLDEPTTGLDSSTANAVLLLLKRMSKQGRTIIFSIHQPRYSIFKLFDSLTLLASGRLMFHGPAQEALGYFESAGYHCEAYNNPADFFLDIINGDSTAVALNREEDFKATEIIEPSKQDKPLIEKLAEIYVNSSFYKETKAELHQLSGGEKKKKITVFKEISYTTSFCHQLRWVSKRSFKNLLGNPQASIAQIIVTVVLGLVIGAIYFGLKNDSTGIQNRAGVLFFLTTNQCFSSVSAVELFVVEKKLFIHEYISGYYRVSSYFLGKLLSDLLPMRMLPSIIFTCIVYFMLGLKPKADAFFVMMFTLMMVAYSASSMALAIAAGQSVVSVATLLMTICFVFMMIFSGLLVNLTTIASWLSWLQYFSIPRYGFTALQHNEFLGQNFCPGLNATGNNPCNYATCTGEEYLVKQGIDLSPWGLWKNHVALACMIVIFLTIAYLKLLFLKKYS
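System: two drug-resistant human cell lines, ABCG2 and ABCB1; controls: nicardipine high and DMSO low controls; times: 10 min exposure at 25 °C with rotation, no wash; detection: flow cytometry of retained JC-1 fluorescence; read-out basis: percent efflux inhibition, scaled nicardipine 100% to DMSO 0%; doses: one concentration, 6.6 µM final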
Numbers without * were called inactive; ? = inconclusive; · = no result given.

structure,Rac1 act GTP bind,Rac1 wt modul,Avidin bead fluor,ABCB1 block,Cdc42 wt GTP,Pf gametocyte,Rab2 wt GTP,GSH bead fluor,Rab7 wt modul,HRas wt GTP,ABCG2 block
CC(CN1CCOCC1)OC(=O)c1cccc(Br)c1 (stereo not given),98,100,11,0.0,99,12,102,11,95,100,0
COC(=O)C1=CN(CC2CCCO2)C=C(C(=O)OC)C1c1cc(OC)c(OC)c(OC)c1 (stereo not given),101,103,42,0.7,103,2,101,17,104,102,2
Cc1cc(C(=O)CSc2nc3ccccc3[nH]2)c(C)n1CC1CCCO1 (stereo not given),100,96,15,1.4,99,·,100,20,100,100,8
CCCCc1cc2c(c(NC(=O)CC)n1)c(=O)oc1ccccc12,100,105,2,1.1,100,10,101,43,102,102,5
O=C(Nc1ccn(Cc2ccc(Cl)cc2)n1)c1ccccc1,95,97,10,1.4,96,-10,93,15,94,96,25
Cc1nnc(NC(=O)CCCOc2ccccc2)s1,99,100,35,1.1,101,·,98,51,96,99,4
CCN(CC)C(=O)c1ccccc1NS(=O)(=O)c1ccc(C)cc1,100,103,10,0.7,100,·,102,11,103,103,2
COc1ccc(-n2c(COc3cccc4ccccc34)nnc2SC(C)C(=O)O)cc1 (stereo not given),94,98,24,0.6,96,16,98,13,105,99,1
NS(=O)(=O)c1ccc(NC(=O)/C=C/c2cccc(Cl)c2)cc1,93,95,9,0.2,94,-32,95,18,94,97,2
Cc1ccc(-c2nn3c(C)nnc3s2)cc1NC(=O)c1cccs1,99,100,9,0.6,100,-8,99,28,96,99,6
CC1=C(C(=O)Nc2ccccc2)C(c2ccco2)C(C#N)=C(SCC(=O)Nc2cccc(C)c2C)N1 (stereo not given),99,102,8,1.6,98,·,98,8,97,99,5
CC1S/C(=N/N=C2CCC(C(C)(C)C)CC2)NC1=O (stereo not given),100,103,14,-9.0,99,16,99,13,95,99,0
Clc1ccc2c(c1)C1OCCC1C(c1ccco1)N2 (stereo not given),100,105,4,0.1,104,·,102,19,101,102,0
O=C(NCc1cccs1)C(NS(=O)(=O)c1cccc2nsnc12)c1ccccc1 (stereo not given),100,108,20,0.2,103,-2,102,10,101,102,2
CCCCN(C(=O)CSc1nnc(-c2ccccc2)n1C)c1c(N)n(Cc2ccccc2)c(=O)[nH]c1=O,100,104,12,0.9,103,·,102,13,99,100,2
COc1ccc(OC)c(NC(=O)CCNS(=O)(=O)c2cccs2)c1,93,99,20,0.3,98,-6,100,18,96,98,2
O=[N+]([O-])c1cccc(CNC2CCCCCC2)c1,98,99,9,0.4,100,-9,101,22,105,99,3
CC(C)(C)n1ncc2c(=O)n(Cc3ccc(Cl)cc3)cnc21,98,101,25,0.6,100,-52,99,11,110,103,1
CC(N=C(NC#N)Nc1ccncc1)C(C)(C)C (stereo not given),98,99,4,0.5,102,·,101,19,95,98,4
COc1ccc2sc3ccccc3c(=O)c2c1OC,101,102,12,1.3,103,·,103,17,99,103,11
Cc1cccc(C)c1OCCCCc1c(C)n[nH]c1C,97,97,13,1.0,98,·,99,27,99,98,11
CC(=O)NC1=NN(c2ccccc2)C(=O)C1,95,96,6,-0.5,97,·,98,23,99,97,-1
Cc1cccc(C(=O)N[C@H](C(=O)Nc2cc(S(=O)(=O)N3CCCCC3)ccc2C)C(C)C)c1,99,101,11,2.3,99,·,98,9,98,100,12
O=C(O)/C=C\C(=O)Nc1ccc(Oc2ccccc2)cc1,98,102,13,0.7,103,·,103,27,96,102,3
CCc1c(C)nc2c(C#N)c[nH]n2c1=O,?,?,9,-0.2,?,9,?,15,?,?,0
Cc1cccc2c(C(=O)O)c3c(nc12)CCCCC3,102,99,14,-0.2,98,-5,100,23,98,103,0
CC(C)(C)c1ccc(-c2nnc3sc(-c4ccccn4)nn23)cc1,93,96,6,-0.2,95,·,94,19,94,95,1
Cn1c(=S)[nH]c2[nH]c(=O)cnc2c1=O,98,100,13,-0.4,94,-36,97,11,98,98,-3
O=C(COc1ccc(Br)cc1)N(CCO)CCO,98,99,10,-0.1,97,-15,95,16,97,97,0
Cc1ccc(S(=O)(=O)N2CCOCC2)cc1C(=O)N1C(=O)c2cccc(N)c2C1=O,102,106,4,-0.1,102,·,102,28,100,102,-2

Of the compounds above, 6 contain a halogen.
structure,Rac1 act GTP bind,Rac1 wt modul,Avidin bead fluor,ABCB1 block,Cdc42 wt GTP,Pf gametocyte,Rab2 wt GTP,GSH bead fluor,Rab7 wt modul,HRas wt GTP,ABCG2 block
CC(CN1CCOCC1)OC(=O)c1cccc(Br)c1 (stereo not given),98,100,11,0.0,99,12,102,11,95,100,0
O=C(Nc1ccn(Cc2ccc(Cl)cc2)n1)c1ccccc1,95,97,10,1.4,96,-10,93,15,94,96,25
NS(=O)(=O)c1ccc(NC(=O)/C=C/c2cccc(Cl)c2)cc1,93,95,9,0.2,94,-32,95,18,94,97,2
Clc1ccc2c(c1)C1OCCC1C(c1ccco1)N2 (stereo not given),100,105,4,0.1,104,·,102,19,101,102,0
CC(C)(C)n1ncc2c(=O)n(Cc3ccc(Cl)cc3)cnc21,98,101,25,0.6,100,-52,99,11,110,103,1
O=C(COc1ccc(Br)cc1)N(CCO)CCO,98,99,10,-0.1,97,-15,95,16,97,97,0

The listing continues.
structure,Rac1 act GTP bind,Rac1 wt modul,Avidin bead fluor,ABCB1 block,Cdc42 wt GTP,Pf gametocyte,Rab2 wt GTP,GSH bead fluor,Rab7 wt modul,HRas wt GTP,ABCG2 block
N#Cc1ccc(OCc2nnc(-c3ccc([N+](=O)[O-])cc3)o2)cc1,88,94,10,0.2,92,·,90,13,93,92,5
CCOC(=O)c1c(NC(=O)c2ccccc2Cl)sc2c1CCc1ccccc1-2,95,103,5,0.5,95,20,101,26,99,99,26
CCOC(=O)N1CCN(CC(O)COc2ccccc2C(C)(C)C)CC1 (stereo not given),96,102,1,6.9,97,·,97,9,102,100,-2
O=C(O)CCc1nn2c3ccccc3n(CC(=O)O)c2nc1=O,97,103,12,0.1,101,·,102,13,106,99,-1
CN(Cc1nc(-c2cccc(Cl)c2)no1)C1CCOCC1,94,104,5,1.0,100,17,97,18,99,98,2
CC(C)(C)CC(=O)NC(=S)NCc1ccccc1,91,99,11,0.9,95,14,100,13,105,97,9
O=C(NCCc1csc(-c2ccccc2)n1)c1c(F)cccc1F,97,96,12,0.5,97,·,98,12,102,99,7
COc1ccc(N2C(=O)CCC2=O)cc1,97,100,1,-1.7,96,1,100,33,102,98,0
CC(NC(=O)CCl)c1ccc(Cl)c(Cl)c1 (stereo not given),96,98,6,0.9,104,7,101,70,94,100,2
O=C(CSc1nc2ccccc2c(=O)[nH]1)N1CCCCC1,95,96,6,0.2,98,·,96,16,95,97,0
N=C1SCC(=O)N1c1ncc(Cc2ccccc2Cl)s1,97,99,11,0.1,99,-21,98,17,103,98,1
CCCCNC(=S)NC(=O)c1ccccc1Br,?,?,12,0.1,?,17,?,13,?,?,1
CN(Cc1cnccn1)C(=O)CC1C(=O)NCCN1Cc1cccc(Oc2ccccc2)c1 (stereo not given),97,102,13,0.6,100,0,98,11,100,99,3
CC1CN(C(=O)c2cc3cc(Cl)cc(Cl)c3oc2=O)CC(C)O1 (stereo not given),100,104,25,-0.3,106,·,102,22,98,101,1
O=C(Nc1ccc2oc(-c3ccncc3)nc2c1)c1ccc(F)cc1,97,100,13,0.3,99,2,99,8,100,99,15
Cc1ccccc1C(=O)Nc1ccc(N2CCCCCC2)cc1,95,96,5,0.5,95,-10,95,19,94,96,7
CCc1cccc(NC(=O)C2CCN(S(=O)(=O)c3cccs3)CC2)c1,97,101,5,0.1,100,-25,97,25,95,99,2
O=C(Nc1ccc(-c2nnn(CC(=O)N3CCN(C(=O)c4ccco4)CC3)n2)cc1)c1ccccc1F,95,97,12,0.2,97,1,98,27,103,99,3
O=C(CN1CCN(c2ccccc2O)CC1)NCCCc1ccccc1,95,92,12,0.5,93,-6,97,10,101,97,1
COc1ccc(C2C=C(c3ccc(F)cc3)NC(=S)N2)cc1OC (stereo not given),92,92,7,0.4,93,·,93,16,93,93,3
COC(=O)NCC(C)OC(=O)Nc1cccc(Cl)c1 (stereo not given),96,95,33,0.1,97,-7,95,12,95,97,1
O=C1C(=O)N(CCN2CCCCC2)c2ccccc21,97,107,4,-1.1,100,·,101,50,100,101,-1
Cc1ccc(S(=O)(=O)c2nc(-c3ccccc3)oc2NCCCN2CCOCC2)cc1,97,99,9,8.2,98,11,96,15,102,97,18
COC(=O)c1ccc(CSc2nc3c(cnn3-c3ccc(Cl)cc3)c(=O)[nH]2)o1,99,101,8,0.1,101,·,99,16,101,101,2
Cc1c(Nc2nc3ccccc3nc2NS(=O)(=O)c2cccc(Cl)c2)c(=O)n(-c2ccccc2)n1C,93,94,4,0.0,89,19,94,24,93,92,-1
CCN(CCCNC(=O)C1CCC(=O)N1Cc1ccccc1Cl)c1cccc(C)c1 (stereo not given),97,100,9,1.8,97,·,99,37,100,97,23
COc1ccc(C(=O)COC(=O)c2ccc3ccccc3n2)cc1,98,101,0,1.7,99,·,99,11,104,100,25
COc1cc(C(C(=O)NC(C)(C)C)N(Cc2ccc3c(c2)OCO3)C(=O)c2cnccn2)cc(OC)c1OC (stereo not given),98,99,5,0.4,100,-14,99,4,97,99,1
COc1ccc(-c2cc(-c3cc(OC)ccc3O)[nH]n2)cc1,98,99,3,-2.1,96,-10,100,38,102,98,-1
O=C(c1ccco1)c1cn[nH]c1-c1ccc(Cl)cc1O,98,101,0,0.6,99,·,99,25,98,99,5

High-throughput results: PubChem, several laboratories
